Assay outcomes: PubChem, several laboratories
Tb MetRS inh = blocks T. brucei methionyl-tRNA synthetase activity. purified T. brucei MetRS, ATP depletion, Kinase-Glo luminescence. inhibition, % at 11.9 µM. 0.4% of 360,000 active. AID 624268;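 active = inhibition above a per-plate cutoff of the control wells' mean inhibition plus 3 SD, cut at about 5.5% in these data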;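 also: 0% = DMSO wells median and 100% = median of wells with control inhibitor compound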
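System: purified T. brucei MetRS enzyme / Detection: Kinase-Glo luciferase luminescence reporting remaining unconsumed ATP / Medium: HEPES buffer with MgCl2, KCl, DTT, spermine, BSA, pyrophosphatase / Replication: singlicate, one well per compound / Evaluation: percent inhibition relative to median high and low control wells / Schedule: 2 h aminoacylation at 25 °C after 15 min preincubation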
bovine MsrA act = bovine methionine sulfoxide reductase A activation | AID 602163 | activation, % at 10.6 µM | purified bovine MsrA, absorbance read-out | 0.3% of 360,000 active; in the data active = activation above about 7.5%;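 also: 0% = vehicle and 100% = reference activator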
E coli Lon inh = E. coli protease La inhibition; P0A9M0; purified E. coli Lon protease, fluorescence polarization; inhibition, % at 7.94 µM; 0.42% of 360,000 active; AID 602123; in the data active = inhibition above about 13%, passing the limit was not always enough;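 also: 0% = enzyme with probe and DMSO and 100% = no enzyme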
Neddyl block = inhibitors of human cullin neddylation | 0.58% of 360,000 active | P61081+Q13564 | TR-FRET cullin neddylation, biochemical | AID 651699 | calls only at 25 µM; in the data active = inhibition above about 36%
CSN inh = inhibitors of human CSN-mediated cullin deneddylation. inhibition, % at 12.5 µM. Q92905. 0.38% of 360,000 active. Purified CSN, SCF-Nedd8-OG deneddylation, fluorescence polarization;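 active = pattern-corrected inhibition above about 35%, with an unprinted fluorescence ratio check between 0.5 and 1.5, limit read from the data, passing the limit was not always enough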;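 also: 0% = enzyme with substrate and 100% = substrate without enzyme; some results filed as inactive read as strong as hits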
Target sequence (Q92905 whole entry, looked up, one chain of several): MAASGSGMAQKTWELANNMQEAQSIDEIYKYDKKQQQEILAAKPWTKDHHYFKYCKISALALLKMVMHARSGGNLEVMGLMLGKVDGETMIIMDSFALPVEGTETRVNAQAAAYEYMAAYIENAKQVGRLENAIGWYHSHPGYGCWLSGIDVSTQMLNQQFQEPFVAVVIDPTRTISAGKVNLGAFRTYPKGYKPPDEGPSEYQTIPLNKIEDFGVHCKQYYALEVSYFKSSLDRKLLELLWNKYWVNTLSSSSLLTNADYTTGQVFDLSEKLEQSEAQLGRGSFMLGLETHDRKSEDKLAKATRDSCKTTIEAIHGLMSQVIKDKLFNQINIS
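Detection – fluorescence polarization · System – HEK293T-derived human Csn5 enzyme · Controls – substrate-only high control, full reaction low control · Timing – 90 min, room temperature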
Rin1-Abl PPI inh = human Rin1-Abl interaction inhibition. TR-FRET Rin1/Abl binding, biochemical. inhibition, % at 7.35 µM. 0.4% of 360,000 active; in the data active = inhibition above about 5%, passing the limit was not always enough
PABP1 MLLE inh = inhibitors of microRNA-mediated deadenylation, human PABP1 MLLE binding; GST-MLLE / FITC-PAM2 fluorescence polarization; inhibition, % at 20 µM; 0.36% of 360,000 active; AID 588489; in the data active = inhibition above about 35%, passing the limit was not always enough;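 also: plate controls were DMSO wells with GST-MLLE for no effect and wells lacking GST-MLLE protein for full effect; some results filed as inactive read as strong as hits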
Target sequence (P11940 whole entry, looked up): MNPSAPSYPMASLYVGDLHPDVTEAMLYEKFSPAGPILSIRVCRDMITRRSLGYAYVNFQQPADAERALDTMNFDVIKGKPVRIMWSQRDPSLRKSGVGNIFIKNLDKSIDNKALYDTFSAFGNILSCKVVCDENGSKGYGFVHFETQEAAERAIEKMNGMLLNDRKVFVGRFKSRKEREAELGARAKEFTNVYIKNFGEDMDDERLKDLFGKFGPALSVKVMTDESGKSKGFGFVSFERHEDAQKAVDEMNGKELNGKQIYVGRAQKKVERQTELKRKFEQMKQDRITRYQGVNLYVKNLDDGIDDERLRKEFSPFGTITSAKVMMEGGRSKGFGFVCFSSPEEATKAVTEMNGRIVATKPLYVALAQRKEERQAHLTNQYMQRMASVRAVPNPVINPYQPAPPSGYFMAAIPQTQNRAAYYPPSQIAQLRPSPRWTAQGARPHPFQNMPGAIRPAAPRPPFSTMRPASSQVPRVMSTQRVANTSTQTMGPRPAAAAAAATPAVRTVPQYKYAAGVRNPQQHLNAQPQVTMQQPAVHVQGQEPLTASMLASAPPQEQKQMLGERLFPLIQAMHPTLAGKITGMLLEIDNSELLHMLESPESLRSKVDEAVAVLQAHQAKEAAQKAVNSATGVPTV
FAS-TE inh = inhibitors of human fatty acid synthase thioesterase domain. recombinant FAS-TE, OMFH fluorogenic substrate, fluorescence endpoint. inhibition, % at 15 µM. 0.67% of 360,000 active;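 active = compounds whose normalised, plate-corrected inhibition of enzyme fluorescence in the single-dose primary screen is 50% or more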;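 also: 0% = DMSO with enzyme and 100% = substrate without enzyme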
MsrA inhibitor = bovine MsrA inhibition; inhibition, % at 15.5 µM; 0.75% of 360,000 active; purified bovine MsrA, absorbance read-out; in the data active = inhibition above about 4.5%;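 also: 0% = vehicle wells with enzyme and 100% = reference inhibitor wells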
* marks the source's active call; other numbers are inactive results; i = inactive; x = not tested or not shown; + = active, no number; & = joins results of further samples. Only part of the results is shown; the hit share may differ from the screen's.

Under each structure – Tb MetRS inh | bovine MsrA act | E coli Lon inh | Neddyl block | CSN inh | Rin1-Abl PPI inh | PABP1 MLLE inh | FAS-TE inh | MsrA inhibitor
1) O=[N+]([O-])c1ccc2c(c1)C(c1ccccc1)=NCCN2
→ -0.2 | -1.1 | -12.9 | i | 1.0 | -0.8 | -1.9 | -8.5 | 4.1
2) O=C(CN1CC=C(c2ccccc2)CC1)Nc1c(Cl)cccc1Cl
→ -0.1 | -1.4 | -5.0 | i | 0.8 | -3.2 | -16.0 | 10.9 | -0.6
3) CC(=O)N1N=C2C3CCN(CC3)C2C1c1ccc(Br)cc1 (configuration not stated)
→ -0.3 | 0.0 | 3.8 | i | -1.8 | -1.4 | -5.7 | -4.2 | -0.5
4) CCOC(=O)CNC(=O)N1Cc2ccccc2-n2nncc2C1
→ -2.4 | -10.7 | -1.1 | i | 0.9 | 2.7 | -1.0 | -8.7 | 0.6
5) O=C(Nc1ccccc1F)OC1CN2CCC1CC2 (configuration not stated)
→ -0.1 | -1.5 | 8.9 | i | -6.0 | 3.5 | 8.7 | -4.0 | -1.7
6) Clc1cccc(N2CCNCC2)c1
→ -1.1 | -5.8 | -12.7 | i | 3.5 | 2.7 | -2.5 | -4.5 | 0.7
7) N#CCCn1cc(C(=O)Nc2ccccc2Br)c(-c2ccc3c(c2)OCCO3)n1
→ 0.0 | -1.1 | -11.7 | i | -12.5 | -0.3 | -9.0 | -4.4 | -0.2
8) Cc1ccc(N(C)C(=O)Oc2ccc(C(=O)c3ccc(Cl)cc3)cc2)cc1
→ -0.6 | -1.0 | -2.9 | i | 2.0 | 0.6 | -5.7 | 17.5 | -0.8
9) COC(=O)C1=C(c2ccccc2)C[C@@H]2CC[C@H]1N2C(=O)NCc1ccc(C(F)(F)F)cc1
→ -0.5 | 1.4 | 4.4 | i | -3.0 | 1.5 | 13.2 | 24.4 | -0.2
10) COC(=O)C1=COC(C)C2CN3CCC4(C(=O)Nc5ccccc54)C3CC12 (configuration not stated)
→ -1.4 | -3.6 | 9.7 | i | -0.8 | 0.5 | -2.1 | 1.4 | -0.5
11) CCn1c(O)c(/C=N/NC(=O)c2ccccc2)c(=O)n(CC)c1=S
→ -0.8 | -10.6 | -51.0 | i | 12.2 | 3.8 | -36.2 | 12.2 | 0.0
12) CCOP(=S)(OCC)SCSP(=S)(OCC)OCC
→ -0.2 | -11.6 | 3.2 | i | 1.8 | 1.7 | 27.8 | 18.5 | 1.1
13) O=C(Cc1ccccc1)N1CCN(Cc2cccnc2)CC1
→ -0.8 | -7.8 | 6.5 | i | -1.5 | 0.5 | 11.7 | -11.1 | 0.3
14) C=CCN1CCC2(C)c3cc(O)ccc3CC1C2C (configuration not stated)
→ -0.4 | -1.9 | -1.5 | i | 0.6 | -1.1 | -2.8 | -2.8 | -0.7
15) CCN1CCN(C(=O)COc2ccc(S(=O)(=O)NC(C)C)cc2)CC1
→ -0.2 | -1.6 | -9.4 | i | -5.6 | -3.5 | -6.3 | -7.9 | 0.7
16) CC(C)OP(=O)(OC(C)C)C(NCc1ccccc1)c1ccccc1 (configuration not stated)
→ -1.1 | -10.4 | 6.6 | i | -10.7 | -3.1 | 2.1 | 7.1 | -1.9
17) C=CCn1c(=O)c(C=Nc2c(OC)cccc2[N+](=O)[O-])c(O)n(CCCC)c1=O
→ -0.4 | -2.2 | -80.3 | i | 10.1 | -3.4 | -80.7 | 70.4* | 2.2
18) COC(=O)C1C2c3ccccc3OC1(C)N=c1s/c(=C/c3cn(C)nc3C)c(=O)n12 (configuration not stated)
→ -0.9 | -6.0 | -5.7 | i | -1.0 | -4.1 | -14.6 | 0.9 | 4.3
19) COc1cccc(C)c1NC1=NCCO1
→ -0.1 | -1.4 | 0.6 | i | 1.6 | 0.9 | -8.3 | -6.6 | 0.3
20) CCOC(=O)C(O)(c1ccc(N(C)C(=O)c2ccc(Cl)c(Cl)c2)cc1)C(F)(F)F (configuration not stated)
→ -0.6 | -1.5 | -8.9 | i | 1.4 | -2.5 | 8.0 | 26.8 | 2.3
21) COP(=S)(OC)Oc1ccc(SC)c(C)c1
→ -0.5 | -5.8 | -9.7 | i | 2.7 | 1.2 | 27.8 | 6.2 | -0.2
22) CCOC(=O)C1CCN(/C=C2/C(=O)NC(=O)N(c3cccc(C)c3C)C2=O)CC1
→ -0.6 | -4.2 | -9.9 | i | 10.2 | 0.4 | -10.4 | -12.5 | 1.1
23) NC(Cc1ccc(F)cc1)c1csc(Nc2ccccn2)n1 (configuration not stated)
→ 0.2 | -0.2 | -15.6 | i | -0.8 | -2.9 | 9.5 | -4.0 | 0.9
24) O=C1NC(=S)NC(=O)C1Cc1ccccc1O
→ -0.3 | -3.5 | -3.3 | i | -7.3 | 3.4 | -53.6 | -6.8 | 0.4
25) CC(CCN1CC1)=NNC(=O)Nc1cccc2ccccc12
→ -0.6 | -0.5 | -2.8 | + | -1.7 | -4.8 | -10.6 | -1.0 | -1.2
26) Cc1c(C=C2C(=O)N(C)C(=O)N(C)C2=O)c(=O)n(-c2ccccc2)n1C
→ 0.0 | -2.9 | -43.1 | i | -5.0 | 0.5 | 2.5 | -9.3 | -1.0
27) CCOC(=O)[C@@]12C(=O)C(=O)N[C@]1(c1ccccc1)C1OCCCC12 (some centres not stated)
→ -0.2 | -3.2 | 6.6 | i | -3.3 | -3.3 | 1.8 | -7.3 | -0.1
28) CCCn1ncc(C(=O)O)c1C
→ -0.2 | -3.6 | -1.2 | i | 2.2 | -0.3 | 3.7 | 1.6 | -1.4
29) O=P(O)(O)C12CC3CC(CC(C3)C1)C2
→ -0.4 | -1.0 | -5.0 | i | -2.1 | 1.9 | -5.9 | -9.5 | 1.6
30) CCOC(=O)c1c(C)c(C(=O)N2CCC3(CC2)OCCO3)c(C)n1CC
→ -0.3 | -10.8 | 5.8 | i | -2.3 | 1.5 | 5.4 | -4.0 | 0.6
31) CCC(COC(=O)c1cc(OC)c(OC)c(OC)c1)(c1ccccc1)N(C)C (configuration not stated)
→ -2.0&-1.0 | -12.1&-4.1 | -6.1&-14.3 | i | -3.2&-3.2 | 3.2&2.9 | 12.1&-0.9 | 6.6&6.7 | 0.5&0.9
32) O=C(CCC(=O)N1CC2C[C@@H](C1)Cn1c2cccc1=O)NCCc1ccccc1F
→ -2.5 | -8.2 | -0.1 | i | 2.4 | -0.4 | 4.6 | -4.8 | 0.4
33) O=CNc1ccc(OP(=O)(Oc2ccccc2)Oc2ccccc2)cc1
→ -0.6 | -1.4 | 0.3 | i | 0.1 | 2.4 | -4.2 | 7.3 | 0.7
34) CC(=O)NC(Cc1ccc(N(CCCl)CCCl)cc1)C(=O)NC(C(=O)O)C(C)C (configuration not stated)
→ -0.9 | -2.0 | -4.5 | i | -7.6 | 6.3 | 17.2 | -5.7 | -0.9
35) CCC1(C)CN(S(=O)(=O)OCC(Cl)(Cl)Cl)C(=O)N1 (configuration not stated)
→ 0.0 | -2.5 | 2.2 | i | 3.7 | 2.6 | -4.5 | -8.5 | -0.3
36) O=C(Cn1ncc2ccsc2c1=O)N1CCC2(CC1)OCCO2
→ -1.3 | -10.4 | -6.6 | i | -2.5 | -1.5 | -13.8 | -8.3 | x
37) CC1(O)C[C@]2(C)N(O)C3CCCC[C@@H]3N2O1 (some centres not stated)
→ -0.9 | -1.8 | -1.2 | i | -1.9 | 2.7 | -0.8 | -9.4 | -0.3
38) CN1CCN(Cc2c(F)cccc2Cl)CC1
→ 0.6 | -1.2 | 0.2 | i | -2.9 | 0.7 | 2.5 | -3.8 | -1.3
39) COc1ccccc1N1C(=O)NC(=O)/C(=C/c2ccc3c(c2)Cc2ccccc2-3)C1=O
→ -0.2 | -6.1 | -14.8 | i | 5.0 | -0.4 | 11.6 | -2.6 | 1.3
40) CCN1CC=C(c2c[nH]c3ccccc23)CC1
→ -0.2 | -2.5 | -4.6 | i | -4.0 | 0.7 | -14.9 | -10.9 | 1.0
41) Cc1cc(N(CCCl)CCCl)ccc1C=NNC(=O)c1cccnc1
→ -0.3 | -13.0 | -8.0 | + | 0.5 | 0.8 | 0.8 | 4.3 | 5.3*
42) O=C1NC(=O)N(c2ccc(Cl)cc2)C(=O)/C1=C/c1coc2ccc(O)cc2c1=O
→ 0.2 | -7.4 | -20.2 | i | 14.3 | -2.7 | -51.5 | -2.8 | 3.6
43) CCOC(=O)c1c(N)n(Cc2ccccc2)c2nc3ccccc3nc12
→ 1.1 | -4.0 | -25.8 | x | 4.2 | 0.6 | 8.6 | 2.0 | 1.9
44) CCOC(=O)N(CC)c1ccc(C(O)(C(=O)OCC)C(F)(F)F)cc1 (configuration not stated)
→ 0.0 | -3.0 | 2.2 | i | 6.8 | -1.3 | 4.7 | -3.2 | 0.6
45) O=C(c1ccc(F)cc1Cl)N1CCC2(CC1)OCCO2
→ -1.0 | -2.2 | 1.8 | i | -1.6 | -1.3 | 11.6 | -3.9 | 0.6
46) COc1cccc(N(C(C)=O)C2=NCCCS2)c1
→ -0.5 | -3.4 | 0.7 | i | 0.0 | -6.3 | 4.5 | -1.9 | -0.1
47) CCOC(=O)C1(c2ccccc2)CCN(Cc2cccc(C(=O)O)c2)CC1
→ 0.1 | -0.7 | -6.3 | i | 1.9 | 7.3 | -3.9 | -8.7 | -0.2
48) CCCNC(=O)N1[C@H]2CC[C@@H]1C(C(=O)OC)=C(c1cc3ccccc3o1)C2
→ 0.4 | 0.5 | -6.1 | i | 0.9 | -0.4 | -17.0 | -10.1 | 0.9
49) CNS(=O)(=O)c1ccc(N=Cc2c(O)n(-c3cccc(C)c3)c(=O)[nH]c2=O)cc1
→ -1.0 | -3.2 | -20.4 | i | 17.1 | 1.0 | -10.9 | -6.9 | 0.7
50) COc1ccc(N=Cc2c(O)n(-c3ccc(C)cc3)c(=O)[nH]c2=O)cc1
→ 0.0 | -0.4 | -6.8 | x | -12.8 | 2.9 | 12.8 | -1.5 | 2.2
51) Cc1cc(S(N)(=O)=O)ccc1N=Cc1c(O)n(-c2ccccc2)c(=O)[nH]c1=O
→ -0.1 | -6.1 | -14.3 | i | 0.8 | 2.5 | -4.2 | -8.7 | 4.0
52) O=C1NC(=O)C2(Cc3ccccc3N3CCCC32)C(=O)N1Cc1ccccc1 (configuration not stated)
→ 0.5 | -3.4 | -11.4 | i | -0.1 | 0.0 | 7.3 | -2.5 | -0.1
53) CCc1c(C)nc(N)nc1N1N=C1SCCOc1ccccc1
→ 0.4 | -3.8 | 3.5 | i | -3.2 | -0.4 | 9.1 | -3.0 | -0.2
54) CC(=O)c1c(O)n(C)c(=S)n(-c2ccccc2)c1=O
→ -0.1 | -0.1 | -6.5 | i | 0.3 | 0.7 | -96.6 | -4.1 | 0.2
55) COCC(=O)N1Cc2ccccc2-n2nncc2C1
→ 0.0 | 1.9 | 13.1 | i | 2.6 | -1.2 | -3.3 | -9.7 | 0.1
56) COc1ccc(CCN(C)Cc2c(F)cccc2F)cc1OC
→ 0.1 | -3.0 | -0.5 | i | 2.7 | 0.1 | 2.8 | -0.9 | -0.1
57) Cc1ccc(S(=O)(=O)Cc2ccc(C(=O)N3CCC4(CC3)OCCO4)o2)cc1
→ 0.0 | -0.7 | -4.6 | i | 11.0 | -3.1 | 14.8 | -7.0 | -0.1

Rewritten bar-delimited: 2 of the compounds above
entry | structure | Tb MetRS inh | bovine MsrA act | E coli Lon inh | Neddyl block | CSN inh | Rin1-Abl PPI inh | PABP1 MLLE inh | FAS-TE inh | MsrA inhibitor
57 | Cc1ccc(S(=O)(=O)Cc2ccc(C(=O)N3CCC4(CC3)OCCO4)o2)cc1 | 0.0 | -0.7 | -4.6 | i | 11.0 | -3.1 | 14.8 | -7.0 | -0.1
46 | COc1cccc(N(C(C)=O)C2=NCCCS2)c1 | -0.5 | -3.4 | 0.7 | i | 0.0 | -6.3 | 4.5 | -1.9 | -0.1
